Screening results as filed in PubChem.
PAFAH1B3 inh: inhibitors of human PAFAH1B3 | recombinant PAFAH1B3, FP-rhodamine probe, fluorescence polarization | 340,000 tested, 0.28% active | inhibition, % at 3.39 µM;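 active means inhibition above the screen-wide average of all tested compounds plus 3 SD, cut at about 25% in these data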;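 further: 0% = enzyme with DMSO only and 100% = wells lacking PAFAH1B3 protein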
Target sequence (Q15102 whole entry, looked up): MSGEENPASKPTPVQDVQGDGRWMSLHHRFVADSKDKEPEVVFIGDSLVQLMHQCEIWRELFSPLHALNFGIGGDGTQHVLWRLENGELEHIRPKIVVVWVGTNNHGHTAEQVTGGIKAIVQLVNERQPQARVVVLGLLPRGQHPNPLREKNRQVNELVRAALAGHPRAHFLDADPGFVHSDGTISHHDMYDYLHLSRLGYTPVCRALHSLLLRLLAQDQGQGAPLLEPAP
LYPLA2 counter: counter-screen for PME1 inhibitors: inhibitors of human LYPLA2 | recombinant LYPLA2, FP-Rh probe fluorescence polarization | inhibition, % at 5.9 µM | 320,000 tested, 0.38% active | AID 2177;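 active means inhibition above the screen-wide mean plus 3 SD, limit set per campaign, cut at about 26% in these data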;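 further: 0% = LYPLA2 with DMSO and 100% = wells lacking LYPLA2 enzyme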
PAD4 inh: inhibitors of human PAD4. Q9UM07. recombinant PAD4, RCA probe fluorescence polarization. inhibition, % at 6.36 µM. 330,000 tested, 0.41% active. AID 485272;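 active means percent inhibition above a cutoff equal to the mean of all tested compounds plus 3 SD, cut at about 15% in these data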;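 further: 0% = PAD4 with RCA probe and DMSO and 100% = probe without PAD4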
Target sequence (Q9UM07 whole entry, looked up): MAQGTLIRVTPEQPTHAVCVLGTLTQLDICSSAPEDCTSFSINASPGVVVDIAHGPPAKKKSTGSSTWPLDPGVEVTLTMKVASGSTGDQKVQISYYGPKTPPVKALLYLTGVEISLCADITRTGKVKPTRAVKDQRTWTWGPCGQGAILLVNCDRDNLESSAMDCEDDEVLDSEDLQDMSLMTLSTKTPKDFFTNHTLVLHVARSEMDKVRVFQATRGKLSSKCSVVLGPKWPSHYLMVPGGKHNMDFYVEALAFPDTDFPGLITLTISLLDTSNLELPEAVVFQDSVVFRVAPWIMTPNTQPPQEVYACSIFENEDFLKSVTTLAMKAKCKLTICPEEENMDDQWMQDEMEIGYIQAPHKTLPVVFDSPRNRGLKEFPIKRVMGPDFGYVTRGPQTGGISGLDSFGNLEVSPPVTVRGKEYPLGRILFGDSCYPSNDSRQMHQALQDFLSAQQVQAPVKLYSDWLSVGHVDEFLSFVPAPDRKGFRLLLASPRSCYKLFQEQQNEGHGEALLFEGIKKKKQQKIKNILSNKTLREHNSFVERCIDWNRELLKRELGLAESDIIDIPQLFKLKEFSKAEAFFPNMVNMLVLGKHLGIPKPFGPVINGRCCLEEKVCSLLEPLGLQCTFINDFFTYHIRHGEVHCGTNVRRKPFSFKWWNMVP
EBNA-1 inh: blocks EBNA-1 binding to DNA; EBNA-1 DNA binding, fluorescence polarization; inhibition, % at 14.8 µM; 300,000 tested, 0.34% active; AID 1950; in the data active means inhibition above about 28%
ZTA DNA inh: ZTA (EBV) inhibition in EBNA-1 counter-screen; P03206; ZTA-DNA binding, fluorescence polarization; inhibition, % at 11 µM; 320,000 tested, 0.15% active; in the data active means inhibition above about 33%
PREPL inhibitor: inhibits the human prolyl oligopeptidase-like enzyme. Q4J6C6. recombinant PREPL, fluorescence polarization activity-based probe. inhibition, % at 5.96 µM. 320,000 tested, 0.68% active. AID 2751; in the data active means inhibition above about 43%;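 further: 0% = enzyme with DMSO and 100% = wells lacking enzyme; many of its hits are not listed in these tables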
PAFAH2 inh: PAFAH2 (human) inhibition; recombinant PAFAH2, FP-rhodamine activity probe, fluorescence polarization; inhibition, % at 3.39 µM; 340,000 tested, 0.99% active; AID 492956;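 active means inhibition above the mean over all tested compounds plus 3 SD, cut at about 30% in these data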;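 further: inhibitors block probe labeling of enzyme so polarization drops; 0% = enzyme with DMSO and 100% = wells lacking PAFAH2 protein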
GSTO1 counter: blocks human GSTO1 in RBBP9 counter-screen; AID 1974; recombinant GSTO1, activity-based probe fluorescence polarization; P78417; inhibition, % at 5.96 µM; 300,000 tested, 1.1% active;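 active means inhibition above the campaign mean inhibition plus 3 SD, cut at about 35% in these data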;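 further: 0% = GSTO1-1 with DMSO and 100% = wells lacking GSTO1-1 enzyme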
LYPLA1 counter: LYPLA1 (human) inhibition in PME1 counter-screen. O75608. recombinant LYPLA1, FP-Rh probe fluorescence polarization. inhibition, % at 5.9 µM. 320,000 tested, 0.16% active;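 active means inhibition above the mean of all tested compounds plus 3 SD, set per campaign, cut at about 14% in these data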;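 further: inhibitors block serine hydrolase probe labeling of LYPLA1 so polarization falls; 0% = enzyme with DMSO and 100% = wells lacking LYPLA1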
* hit, by the source's call; . = not tested or not shown. Not all compounds are listed (hit frequency here may not be typical).

SMILES | PAFAH1B3 inh | LYPLA2 counter | PAD4 inh | EBNA-1 inh | ZTA DNA inh | PREPL inhibitor | PAFAH2 inh | GSTO1 counter | LYPLA1 counter
O=C(CSc1nc(-c2cccs2)cc(C(F)(F)F)n1)NCc1ccco1 | 10 | -2 | 1 | 5 | -16 | -7 | 7 | 0 | 1
COc1ccc(N(CC(=O)N2CCC(C)CC2)S(=O)(=O)c2c(C)nn(C)c2C)cc1 | -2 | 0 | 4 | -8 | -3 | -3 | 3 | -5 | -1
CCOC(=O)CSc1nnc(NC(=O)CN2CCCCC2)s1 | 10 | -3 | -3 | -4 | -3 | -2 | 2 | 0 | 0
Cc1ccc(N(CC(=O)NCc2ccccc2)C(=O)CCC(=O)Nc2ccccn2)c(C)c1 | 2 | 6 | -5 | 3 | -12 | 2 | 1 | -4 | 5
Cc1ccc2cn[nH]c2c1N | 0 | 6 | -1 | 3 | 10 | 12 | -4 | 7 | 3
N/C(CSc1ccc(Cl)cc1)=N\S(=O)(=O)c1ccc(Cl)cc1 | 5 | 5 | 0 | 0 | -9 | -42 | -3 | 14 | 3
CC(=O)N1CCN(C(=O)CSc2ncnc3sc(C)c(C)c23)CC1 | 2 | . | 1 | . | . | 29 | 8 | . | .
CCOc1ccc(-n2c(N)c(C(=O)NCc3ccco3)sc2=S)cc1 | 2 | 4 | 0 | -4 | -8 | -4 | -4 | 0 | -2
O=C(O)c1ccc(NC(=O)c2cccs2)cc1 | 0 | -1 | 1 | -1 | -18 | 1 | -4 | 2 | 2
O=C(Cn1c(NCCCO)nc2ccccc21)c1ccc(Cl)cc1 | 2 | 4 | -5 | 0 | -9 | 10 | -2 | -1 | -1
O=[N+]([O-])c1ccc(Cl)c(S(=O)(=O)NCCc2ccccn2)c1 | 5 | . | 2 | . | . | -2 | 4 | . | .
CCOC(=O)C1(CCOc2ccccc2)CCN(Cc2ccc(C)o2)CC1 | -1 | 1 | 0 | 2 | 7 | -21 | 0 | -8 | 0
CCc1ccc(CN(C)C(=O)CCc2nnc(-c3ccc(-c4ccccc4)cc3)o2)nc1 | 7 | 5 | 1 | -5 | 5 | -16 | 0 | 0 | 0
CC1(C)C2C(Cl)(Cl)C2(C)c2ccccc2N1C=O (stereo unspecified) | . | 1 | 1 | 8 | 2 | -8 | . | -8 | -1
COc1ccc2ccc(Oc3ncccn3)cc2c1 | 9 | 1 | 2 | -7 | 9 | 3 | 1 | 10 | 2
O=C(NC12CC3CC(CC(C3)C1)C2)c1cccc([N+](=O)[O-])c1 | 3 | -5 | -1 | -2 | -2 | 11 | 4 | 1 | -4
O=C(c1ccc2ccccc2c1)N1CCCC1 | 8 | 8 | 2 | 6 | -11 | -3 | -6 | 14 | 1
O=C(CS(=O)(=O)c1cn(CC(=O)N2CCOCC2)c2ccccc12)NCc1ccccc1 | 9 | -4 | 3 | 0 | 10 | -3 | -2 | 2 | 1
Cc1cc[n+](CC2OCc3ccccc3CO2)cc1 | 10 | 11 | -1 | -8 | 2 | 4 | 8 | 5 | 7
COc1ccc(CNC(=O)NC2CCCCC2)cc1 | 5 | 2 | -2 | 3 | -15 | -1 | 7 | 3 | 2
CCOC(=O)[C@H]1[C@H]2COc3ccc(Br)cc3[C@@H]2N2C(=O)c3c(C)cc(C)cc3NC(=O)[C@@]12C | 10 | . | 5 | . | . | 9 | -6 | . | .
O=C(CCc1ccccc1)Nc1ccnn1C1CCN(Cc2ccc(OCCO)cc2)CC1 | 0 | 6 | -6 | 2 | -22 | 20 | -4 | 3 | 3
CC1CCC(NC(=O)CN(C)S(=O)(=O)c2cnc[nH]2)CC1 (stereo unspecified) | 4 | 6 | -7 | -1 | 1 | -5 | 3 | 10 | 2
O=C(Cc1ccc(Cl)cc1)Nc1ccc(N2CCCC2)cc1 | -2 | -9 | -1 | -9 | 18 | 7 | -2 | 1 | -1
Cc1ccc(C)c2[nH]c(=O)c(CN(CC3CCCO3)C(=S)NCc3ccco3)cc12 (stereo unspecified) | 2 | -3 | -4 | -1 | 12 | -11 | 0 | -20 | -5
Cc1c(C(=O)NCCCc2ccccc2)cccc1[N+](=O)[O-] | -1 | 4 | 0 | -6 | 9 | 6 | 4 | 2 | -1
Nc1nc(Oc2ccc(F)cc2)c(Br)c(=O)[nH]1 | 3 | -2 | 2 | 5 | -2 | -10 | 0 | 5 | -1
COC(=O)c1ccc(NC(=S)NCCc2ccc(OC)cc2)cc1 | 1 | -9 | -5 | -17 | 4 | -3 | -7 | -7 | -4
O=C(NNC(=S)Nc1ccc(F)c(Cl)c1)C1CC1 | 6 | 11 | 0 | -4 | 5 | -12 | 2 | -4 | 7
O=C(OCC(=O)N1CCCC1=O)c1cc2ccccc2o1 | -1 | 0 | -5 | . | 11 | 5 | 6 | . | 1
Cc1ccc(S(=O)(=O)N2CN(CC3CCCO3)c3nc4ccccc4nc32)c(C)c1 (stereo unspecified) | 8 | -2 | 1 | -13 | 6 | -2 | -2 | 0 | 3
O=C(CN1C(=O)/C(=C/c2ccccc2)SC1=S)NC1CCS(=O)(=O)C1 (stereo unspecified) | 5 | 5 | -6 | 11 | 7 | 13 | -11 | -7 | 2
CN(C)NC(=O)c1ccsc1NC(=O)c1ccc(S(=O)(=O)N(C)C)cc1 | 3 | 0 | 1 | 6 | 8 | -1 | 0 | 4 | -1
CCc1nnc(NC(=O)CSc2nnc(COc3ccccc3)n2Cc2ccccc2)s1 | 0 | -1 | 1 | -3 | 16 | 10 | -6 | -1 | -2
COc1ccc(N=c2sc3ccccc3n2C)cc1 | 3 | 6 | -1 | 2 | 3 | 36 | 7 | 1 | -5
CCOc1ccc(NC(=O)c2cc(C3CC3)nc3c2cnn3C(C)C)cc1OC | 6 | 5 | 2 | . | -10 | 20 | -12 | . | -2
COc1ccc(S(=O)(=O)N2CCC(C)CC2)cc1OC | 5 | 1 | -2 | -4 | 5 | -3 | 2 | 3 | 1
O=C(N/N=C/c1cccc(OCc2ccccc2)c1)c1ccc(Br)o1 | 5 | -57 | -10 | -6 | 8 | -49 | -10 | -21 | -34
Cc1[nH]n(-c2ccccc2)c(=O)c1C(c1ccccc1[N+](=O)[O-])C(C#N)C#N (stereo unspecified) | 6 | 2 | 22* | 11 | -2 | 3 | 13 | 8 | 0
Cn1c(Cn2c(=O)sc3ccccc32)nnc1SCC(=O)NCc1ccccc1Cl | 8 | 1 | 0 | 7 | 17 | -8 | 2 | 4 | -1
COc1cc(OC)c(C(=O)N/N=C/c2ccoc2)cc1OC | 6 | -4 | -7 | -8 | -7 | 9 | -3 | -3 | -4
COC(=O)c1nnn(CC(=O)NC(=O)Nc2ccc(F)cc2)c1C(=O)OC | 7 | 0 | -1 | 10 | 6 | 1 | 4 | -1 | -1
O=C(c1ccc2c3c(cccc13)CC2)C1CCCN(C(=O)c2ccc(=O)[nH]c2)C1 (stereo unspecified) | 12 | 9 | -12 | -10 | -24 | 15 | -1 | 0 | 7
O=C(COC(=O)c1cc2c(s1)CCC2)Nc1ccc(F)cc1 | 10 | 0 | -7 | -11 | 7 | 12 | 87* | 3 | -4
Nc1ccc(S(=O)(=O)N2CCOCCOCCOCCOCCOCC2)cc1 | 5 | -2 | 2 | -8 | -10 | -4 | 1 | 0 | -2
CC(C)CC(=O)Nc1ccc(C(=O)Nc2cccc(O)c2)cc1 | -6 | -1 | 0 | 3 | 11 | 3 | 4 | 4 | -2
CC1CCN(S(=O)(=O)N2CCC(C(=O)O)CC2)CC1 | 8 | -4 | 0 | -1 | 1 | -1 | 0 | 6 | -2
O=C(O)/C=C/C(=O)NC1CCC(CC2CCC(NC(=O)/C=C/C(=O)O)CC2)CC1 (stereo unspecified) | 6 | -2 | -4 | -14 | 16 | 17 | 6 | -4 | 1
CC(C)Oc1ccc(C2NC(=O)c3ccccc3O2)cc1 (stereo unspecified) | 3 | 2 | -2 | 9 | 7 | -2 | 1 | 0 | 0
O=C(Nc1cc(C(F)(F)F)ccc1N1CCOCC1)c1ccccc1 | 3 | -4 | -7 | -9 | -1 | 8 | 1 | -14 | -2

Whole records, quoted from the list. Order of values: PAFAH1B3 inh, LYPLA2 counter, PAD4 inh, EBNA-1 inh, ZTA DNA inh, PREPL inhibitor, PAFAH2 inh, GSTO1 counter, LYPLA1 counter
Nc1ccc(S(=O)(=O)N2CCOCCOCCOCCOCCOCC2)cc1 across the screens: 5, -2, 2, -8, -10, -4, 1, 0, -2
O=C(O)/C=C/C(=O)NC1CCC(CC2CCC(NC(=O)/C=C/C(=O)O)CC2)CC1 (stereo unspecified) across the screens: 6, -2, -4, -14, 16, 17, 6, -4, 1
COc1cc(OC)c(C(=O)N/N=C/c2ccoc2)cc1OC across the screens: 6, -4, -7, -8, -7, 9, -3, -3, -4
O=C(COC(=O)c1cc2c(s1)CCC2)Nc1ccc(F)cc1 across the screens: 10, 0, -7, -11, 7, 12, 87*, 3, -4

(cont.)
SMILES | PAFAH1B3 inh | LYPLA2 counter | PAD4 inh | EBNA-1 inh | ZTA DNA inh | PREPL inhibitor | PAFAH2 inh | GSTO1 counter | LYPLA1 counter
CN(CC(=O)Nc1cccc(Cl)c1)C1=NS(=O)(=O)c2ccccc21 | 9 | . | -3 | . | . | 8 | -4 | . | .
COc1ccc(OC)c(N2C(=NC(=O)C3CCCCC3)SC3CS(=O)(=O)CC32)c1 (stereo unspecified) | 7 | -3 | 3 | -10 | 6 | 5 | 10 | 1 | 0
COc1cc(NC(=O)CSc2ncnc3sc4c(c23)CCCC4)c(C(=O)O)cc1OC | 10 | -5 | -2 | 8 | 7 | 8 | 21 | -23 | 1
O=c1[nH]c2ccc(S(=O)(=O)N3CCN(Cc4ccccc4)CC3)cc2[nH]c1=O | 12 | 0 | -3 | -4 | -9 | 4 | 1 | 35* | -1
O=C(c1ccc(S(=O)(=O)N2CCCC2)cc1)N1CCC(CN2C(=O)c3cccc4cccc(c34)C2=O)CC1 | 4 | 27* | -2 | 4 | -7 | 25 | -3 | -16 | 5
Cc1ccc(S(=O)(=O)Nc2cnc3ccccc3c2)cc1 | 5 | 3 | -1 | -12 | 4 | 0 | 2 | 1 | 1
Cn1c(CCNC(=O)c2ccccc2F)nnc1SCC(=O)Nc1ccccc1F | -1 | 6 | 5 | 7 | 0 | 15 | 6 | 14 | 2
O=C(Nc1cccc(S(=O)(=O)N2CCCCC2)c1)C1CC(=O)N(c2ccc3c(c2)OCCO3)C1 (stereo unspecified) | 5 | 4 | 2 | 0 | 9 | -2 | -7 | 2 | -2
CCOc1ccc(N2C(=O)CC(N(C)Cc3ccccc3)C2=O)cc1 (stereo unspecified) | -4 | -4 | 2 | -7 | 1 | 9 | 14 | -6 | 2
O=C(O)CCC(=O)Nc1ccc(S(=O)(=O)c2ccc(NC(=O)CCC(=O)O)cc2)cc1 | 11 | 2 | -2 | -5 | -10 | 7 | 4 | 16 | 0
CSC1=C(C#N)C2(CCCC2)C(C#N)=C(N)N1 | . | 4 | -3 | 0 | 10 | 9 | . | -3 | 3
COc1ccc(Cl)cc1NC(=O)Nc1ccc(C(=O)N2CCOCC2)cc1 | -1 | -2 | -1 | -14 | -8 | 2 | -3 | -3 | -7
Cc1cccc(OCC(=O)NCc2ccccc2)c1 | 2 | -3 | -1 | -4 | -4 | -8 | 0 | 1 | 3
CCOc1ccc(OCC(=O)OCc2cc(=O)n3cc(Br)ccc3n2)cc1 | 13 | -4 | -3 | . | -1 | 7 | -1 | . | -2
CCn1c(N)c(C(=O)Nc2ccccc2C(=O)OC)sc1=S | 10 | 5 | -6 | -1 | 2 | 18 | 5 | 0 | 1
Cc1c(NS(=O)(=O)c2ccc(NCC3CCCO3)c([N+](=O)[O-])c2)c(=O)n(-c2ccccc2)n1C (stereo unspecified) | 1 | -2 | -3 | -3 | 9 | -12 | 1 | -1 | -3
COc1ccc(OCC(O)CN(CC(O)COc2ccc(OC)cc2)c2cccc(O)c2)cc1 (stereo unspecified) | 2 | 15 | -7 | -14 | -13 | 17 | -1 | -2 | -2
